From PubChem
TNAP activation fold: stimulation of alkaline phosphatase TNAP activity – biochemical, luminescent, no phosphate acceptor, uHTS, primary screen (AID 1001) | purified TNAP, luminescent activation assay, no phosphate acceptor; higher activation fold means a stronger effect | one-dose activation fold at 20 µM; EC50 in µM for titrated hits | hit rate 0.03% among 200,000; in the data active = activation fold from about 3, or a potency from the dose series; inactive = the rest, 99 in 100 with activation fold below about 1.6; also: many of its hits are not listed in these tables
KOR beta-arrestin-1: KOR agonists, beta-arrestin recruitment, primary screen, cell-based, luminescence, uHTS (AID 1777); KOR beta-arrestin recruitment, luminescence; higher % means a stronger effect; hit rate 0.02% among 280,000; one-dose activation, % at 10 µM; EC50 in µM for titrated hits; in the data active = activation above about 50%, passing the limit was not always enough; also: a part of the inactive calls stands beside numbers as strong as those of hits
HEK293 NOD2/NF-kB: NOD2 signaling inhibitors, cell-based, luminescence, uHTS, HEK293 (AID 1566); HEK293 NOD2/NF-kB luciferase reporter, luminescence; higher % means a stronger effect; one-dose inhibition, % at 4 µM; EC50 in µM for titrated hits; hit rate 0.63% among 290,000; also: many of its hits are not listed in these tables
XIAP antagonists: XIAP antagonists, biochemical, IAP family, fluorescence polarization (AID 1018) | XIAP BIR domain, fluorescence polarization peptide displacement; higher % means a stronger effect | displacement, % at 20 µM; hits with a dose series show IC50 in µM | hit rate 0.007% among 200,000; in the data active = displacement above about 50%; also: a part of the inactive calls stands beside numbers as strong as those of hits
KOR beta-arrestin-2: KOR antagonists, beta-arrestin recruitment, cell-based, luminescence, uHTS (AID 1778); KOR beta-arrestin recruitment, luminescence, antagonist mode; higher % means a stronger effect; inhibition, % at 10 µM, or IC50 in µM where a hit was titrated; hit rate 0.091% among 290,000; also: strong numbers were not always called active
human PMI inhibition: inhibitors of human PMI, primary screen, biochemical, fluorescence intensity, coupled assay (AID 1209). purified PMI enzyme, coupled fluorescence intensity; higher % means a stronger effect. inhibition, % at 20 µM; hits with a dose series show IC50 in µM. hit rate 0.42% among 190,000;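 also: plate controls were DMSO vehicle for no effect and wells lacking substrate for full effect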
NOD1 NF-kB reporter: NOD1 signaling inhibitors, primary screen, cell-based, luminescence, uHTS (AID 1578); hit rate 1% among 290,000; inhibition, % at 4 µM, or EC50 in µM where a hit was titrated; NOD1-driven NF-kB luciferase reporter cells, luminescence; higher % means a stronger effect; in the data active = inhibition mostly above about 36%, no sharp cut-off; inactive = mostly below about 34%;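 also: HEK-293T reporter cells stimulated with the NOD1 agonist gamma-tri-DAP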
PMI inhibition: MPI inhibition at elevated mannose 6-phosphate – biochemical, fluorescence intensity, high mannose 6-phosphate, primary screen (AID 1220); recombinant PMI enzyme, coupled fluorescence intensity; higher % means a stronger effect; inhibition, % at 20 µM, or IC50 in µM where a hit was titrated; hit rate 0.66% among 190,000
LYP inhibition: inhibitors of LYP phosphatase, biochemical, fluorescence intensity, uHTS (AID 1779); hit rate 0.054% among 290,000; inhibition, % at 11.5 µM, or IC50 in µM where a hit was titrated; recombinant LYP phosphatase, fluorescence intensity; higher % means a stronger effect;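 also: plate controls were vehicle with enzyme for no effect and no enzyme for full effect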
* = called active by the depositor; . = no result given; [ ] = remark or other dose. Rule as the data show it, unless noted: active = inhibition above about 50%; inactive = the rest. The list is partial. The share of hits here may be higher or lower than overall.

SMILES | TNAP activation fold | KOR beta-arrestin-1 | HEK293 NOD2/NF-kB | XIAP antagonists | KOR beta-arrestin-2 | human PMI inhibition | NOD1 NF-kB reporter | PMI inhibition | LYP inhibition
CC(C)c1ccc(C(O)P(=O)(OC2CCCCC2)OC2CCCCC2)cc1 (stereo not given) | . | 4.1% | 1% | . | 5% | . | -7% | . | 1%
Cc1ccc(NC(=O)C(C)N2C(=O)c3ccccc3C2=O)nc1 (stereo not given) | 1.1 | -2.0% | 25% | -6.0% | 13%[20 µM] | -2% | -21% | -5% | -4%
COc1ccc(Cc2nc3ccc(C(=O)NCCc4ccccn4)cc3o2)cc1OC | . | 0.3% | -3% | . | 6% | . | -25% | . | 0%
CC1CCN(C(=O)CN2C(=O)C(C)(C)Oc3ccc(C(=O)NC4CCCC4)cc32)CC1 | 1.1 | 1.6% | 14% | -1.6% | 21% | 6% | -9% | 5% | -2%
Cc1ccc(NC(=O)CCC(=O)NNC(=O)C(c2ccccc2)c2ccccc2)c(C)c1 | 1.1 | -4.6% | 8% | 0.9% | -18% | 8% | -18% | 8% | -1%
Cc1noc(C)c1S(=O)(=O)Nc1ccccc1N1CCOCC1 | . | -3.6% | 28% | . | 39% | . | -4% | . | -2%
O=C(NCc1ccccc1Cl)C1CCN(c2ncnc3c2nc2n3CCCCC2)CC1 | . | -1.4% | 26% | . | -13% | . | -14% | . | -10%
Cc1nc2nc(SCC(=O)O)nn2c(C)c1Cc1ccccc1Cl | 1 | -2.5% | 11% | -6.7% | -1% | -17% | -27% | -17% | 4%
O=C(NCc1ccco1)C(c1ccccc1)N(Cc1cccnc1)C(=O)Cn1nnc2ccccc21 (stereo not given) | 1.1 | -2.0% | -1% | -3.0% | 18% | -7% | -4% | -8% | 0%
COc1cc(OC)c(OC)cc1C=NCC1(c2ccccc2)CCCC1 | 1 | 8.0% | 26% | -2.9% | 10% | 13% | 18% | 25% | -8%
C(=N\Nc1nncc2ccccc12)/c1ccccn1 | . | -3.0% | -107% | . | -28% | . | -89% | . | -8%
CCn1cc(CNC(=O)c2cc(Cl)ccc2OC)c(C)n1 | 1.1 | -2.0% | 1% | 3.2% | -13% | 2% | 3% | 3% | -2%
COC(=O)C1=C(C)NC2=C(C(=O)CC(C)(C)C2)C1c1cccc(C)n1 (stereo not given) | 1.1 | -2.9% | -2% | -3.2% | -40% | -8% | -21% | -4% | -4%
C=CCN1C=C2C(=O)C(C)(OC(=O)c3ccc(OC)cc3)C(=O)C(c3ccco3)=C2C=C1CCCC (stereo not given) | . | -2.6% | 14% | . | 31% | . | -6% | . | -8%
Cc1nnc(NC(=O)CSc2ncc(-c3ccccc3)[nH]2)s1 | . | 4.1% | -3% | . | 15% | . | -13% | . | -3%
C=CCn1c(SCC(=O)Nc2cccc(C(=O)OC)c2)nnc1C(C)NC(=O)c1cccs1 (stereo not given) | 1 | 1.1% | -10% | -19% | 8% | 19% | -18% | 16% | 3%
Cc1ccc(C(=O)Nc2cc([N+](=O)[O-])ccc2C)cc1 | 1.2 | -0.4% | 0% | -1.0% | 3% | -8% | -7% | 9% | -3%
CSc1ccccc1NC(=O)Nc1ccc(F)c(Cl)c1 | 1.1 | 1.5% | -28% | -2.7% | -68% | 10% | -3% | -4% | -2%
O=C(N/N=C/c1ccccc1)c1n[nH]c2c1CCCC2 | 1.6 | -2.8% | -48% | -2.0% | -10% | 9% | -35% | 11% | -4%
COc1ccc(CCNc2nc(C)nc3c2nnn3Cc2ccccc2)cc1 | . | 0.7% | 9% | . | -44%[20 µM] | . | 12% | . | 0%
N#Cc1ccccc1NC(=O)c1ccc2c(Cl)c3c(nc2c1)CCCC3 | 1.1 | -2.7% | -24% | -12% | 8% | 6% | 66%* | -5% | 1%
O=C(NCCCn1ccnc1)c1cc(S(=O)(=O)N2CCOCC2)c(Cl)cc1Cl | 1 | 10% | 14% | -2.1% | 3% | 13% | -14% | 7% | -8%
CCC(=O)N1CCc2cc(Br)cc(S(=O)(=O)NCC3CCCN3CC)c21 (stereo not given) | 1.1 | -4.9% | -8% | -1.6% | 18% | 10% | -6% | 5% | -5%
CCCCc1nc2ccccc2c(=O)n1NC(=O)c1c(O)c2cccc3c2n(c1=O)CC3 | 1.1 | 1.4% | 12% | -3.1% | -8% | 13% | -11% | 6% | 3%
O=C(Nc1ccccc1-c1nc2ccccc2s1)C1=COCCO1 | 1.2 | 0.9% | 16% | -5.1% | -44% | 24% | 18% | 11% | 3%
O=C(/C(=C(\[O-])c1ccccc1)[n+]1ccc2ccccc2c1)c1ccc(Cl)cc1 | 1 | 6.6% | 6% | -8.3% | -44% | -31% | 24% | -10% | -8%
CC(C)(C)c1ccc(/C=C/C(=O)NC2CCS(=O)(=O)C2)cc1 (stereo not given) | 1 | 6.5% | -5% | -9.0% | -27% | -46% | -6% | -44% | -4%
CC(C)c1ccccc1NC(=O)COC(=O)c1c2c(nc3ccccc13)CCN(Cc1ccccc1)C2 | 1.1 | 3.0% | -7% | -4.7% | -32% | -52% | 30% | -113% | 2%
C[C@@H]1C(=O)O[C@@H]2[C@H](O)C34[C@H]5C[C@@H](C(C)(C)C)C36[C@H](OC(=O)[C@@H]6O)OC4(C(=O)O5)[C@@]12O (stereo not given in full) | 1.1 | -0.5% | 7% | -1.2% | -13% | -1% | -12% | 6% | -10%
Cc1cc(-n2c(C)cc(C(=O)CN3C(=O)NC4(CCCC4)C3=O)c2C)no1 | 1.2 | -3.1% | 7% | -0.9% | 29% | 5% | -21% | 0% | -2%
CC(C)(C)OC(=O)N1CCC(c2c(C(=O)NCC3CCN(C4CCCC4)C3)cnn2-c2ccc(F)cc2)CC1 (stereo not given) | . | 0.7% | 1% | . | -20% | . | -28% | . | -8%
CCN(CC)CCCNc1nc2ccccc2c2nc(-c3ccncc3)nn12 | . | -22% | -7% | . | 20% | . | -12% | . | -8%
CC1(C)C(=O)CC[C@]2(C)C3C(=O)C=C4[C@H]5C[C@@](C)(C(=O)O)CC[C@]5(C)CC[C@]4(C)[C@]3(C)CC[C@@H]12 (stereo not given in full) | . | 2.6% | -3% | . | -41% | . | -7% | . | 5%
CC(C)N(C(=O)CSc1nnc(NC(=O)C2CCC2)s1)C(C)C | 1.1 | -1.2% | 9% | -7.1% | -26% | 0% | -8% | -3% | -2%
CCOc1ccc(N2CC(C(=O)Nc3ncccc3C)CC2=O)cc1 (stereo not given) | 0.9 | 10% | -18% | -1.5% | -24% | 10% | 4% | 8% | -2%
O=S(=O)(c1cccc(-c2nc3ccccc3s2)c1)N1CCOCC1 | 1 | 0.6% | 2% | -6.0% | -8% | 1% | -27% | -2% | -6%
Cc1ccc(SCC(=O)NC(=O)NCCC(C)C)c(C)c1 | 1.1 | -3.8% | 2% | -2.7% | 12% | 7% | -45% | 4% | 1%
N#Cc1c2c(c(-n3cnc4ccccc43)n3c1nc1ccccc13)CCC2 | 1 | 11% | 9% | -3.7% | -33% | -14% | -34% | -7% | -7%
Cc1ccc(SCc2cc(=O)[nH]c(Nc3nc(C)c4ccccc4n3)n2)cc1 | 2.2 | -3.5% | 2% | -2.1% | -4% | 3% | 5% | 13% | 0%
C[C@H]1CCC(=O)N([C@H](CC#N)Cc2ccccc2)CC1 | . | -4.1% | -13% | . | -14%[20 µM] | . | -24% | . | -10%
O=C(NCc1cn2ccccc2n1)c1ccc2c(c1)OCO2 | 1.1 | -1.7% | 5% | -4.0% | 2% | 2% | -25% | 0% | -4%
O=C(CSc1cccc[n+]1[O-])N1CCCCCC1 | 1 | -0.8% | 11% | -18% | -6% | 7% | -27% | 16% | -2%
COc1cc(/C=N/NC(=O)c2c(-c3ccccc3)noc2C)ccc1O | 1.1 | -3.6% | 10% | -3.3% | -19% | 2% | 9% | 1% | -5%
Nc1cccc(Cl)c1N1CCOCC1 | 1.1 | 1.6% | 13% | -0.8% | -2% | -2% | 0% | -6% | 6%
CCC(=O)Nc1ccc(S(=O)(=O)N2CCOCC2)cc1 | 1.1 | . | 14% | -3.7% | 0% | 10% | 4% | 7% | -4%
COc1ccc2cc3cc(C(=O)NCCC(C)C)oc3nc2c1 | . | -3.2% | 10% | . | 12% | . | -10% | . | -15%
O=c1c2ccccc2nnn1CSc1nc2ccccc2c(=O)n1Cc1ccco1 | 0.9 | 1.9% | 25% | -5.6% | -17% | 5% | 27% | 5% | 4%
Cc1[nH]nc2c1C(c1ccc(-c3ccccc3C#N)o1)C(C#N)=C(N)O2 (stereo not given) | 1.1 | 11% | 3% | -4.8% | 5% | 16% | 41% | 46% | -4%
O=C(N/N=C\c1ccc(-c2cccc(Cl)c2)o1)C(=O)NC1CCCC1 | 1.1 | -4.7% | 0% | -6.9% | -62%[20 µM] | 15% | -43% | 16% | -7%
CCCC1C2C(=O)N(c3ccccc3OC)C(=O)C2ON1c1ccccc1 (stereo not given) | 1.1 | 3.5% | -7% | 0.7% | -15% | 1% | 0% | 7% | -4%

Next part:
SMILES | TNAP activation fold | KOR beta-arrestin-1 | HEK293 NOD2/NF-kB | XIAP antagonists | KOR beta-arrestin-2 | human PMI inhibition | NOD1 NF-kB reporter | PMI inhibition | LYP inhibition
CC(=O)NCCC1CCN(C(=O)c2cc(COc3ccc(C)nc3)on2)CC1 | . | 11% | 21% | . | -12% | . | 48% | . | -10%
Cc1cc(-c2ccc(S(=O)(=O)NCc3ccc(F)cc3)cc2)on1 | . | -1.8% | 22% | . | 7% | . | -12% | . | -10%
CC1CCN(S(=O)(=O)c2ccc(NC(=O)CN3CCCCCC3)cc2)CC1 | . | -0.6% | -15% | . | -12% | . | -23% | . | -1%
CCOc1ccc(S(=O)(=O)N(CC(=O)NC2CCCC2)c2ccc(F)cc2)cc1 | . | 2.2% | 1% | . | 28% | . | -4% | . | -6%
CC1CC(c2ccccc2)n2nc(N3C(=O)c4ccccc4C3=O)nc2N1 (stereo not given) | 1.1 | 0.8% | 21% | -3.1% | -5% | 0% | 10% | 4% | -9%
O=C(CSc1nc2ccccc2o1)N1CCCC1 | 1.1 | -0.4% | -18% | -5.2% | 1% | 4% | -20% | 7% | -6%
O=C(Nc1ccc(S(=O)(=O)N2CCOCC2)cc1)c1cccnc1 | . | -2.5% | 9% | . | 17% | . | -2% | . | 1%
COc1ccc(C2C(C(=O)N3CCN(c4ccccc4)CC3)c3ccccc3C(=O)N2C)cc1 (stereo not given) | 1.1 | -3.2% | 14% | -1.7% | -10% | -9% | 14% | -3% | -6%
O=C(CSc1ccccc1)NCc1cccnc1 | 1 | -2.6% | 8% | -5.6% | -7% | -8% | -8% | -2% | -4%
CC(C)(C)C1CCc2onc(C(=O)Nc3cccc(O)c3)c2C1 (stereo not given) | 1 | 0.1% | -152% | -26% | -37% | 5% | 59% | -3% | 2%

Printed as active in NOD1 NF-kB reporter, of those listed so far:
SMILES | TNAP activation fold | KOR beta-arrestin-1 | HEK293 NOD2/NF-kB | XIAP antagonists | KOR beta-arrestin-2 | human PMI inhibition | NOD1 NF-kB reporter | PMI inhibition | LYP inhibition
N#Cc1ccccc1NC(=O)c1ccc2c(Cl)c3c(nc2c1)CCCC3 | 1.1 | -2.7% | -24% | -12% | 8% | 6% | 66%* | -5% | 1%
